From PubChem
OX1R antag-1: blocks the human orexin 1 receptor; OX1R-expressing cells, FRET antagonist read-out; inhibition, % at 6.6 µM; 330,000 compounds, 1.8% hits; AID 485270; in the data active = inhibition mostly above about 38%, no sharp cut-off; inactive = mostly below about 40%;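 also: 0% = agonist challenge alone and 100% = reference antagonist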
Target sequence (O43613 whole entry, looked up): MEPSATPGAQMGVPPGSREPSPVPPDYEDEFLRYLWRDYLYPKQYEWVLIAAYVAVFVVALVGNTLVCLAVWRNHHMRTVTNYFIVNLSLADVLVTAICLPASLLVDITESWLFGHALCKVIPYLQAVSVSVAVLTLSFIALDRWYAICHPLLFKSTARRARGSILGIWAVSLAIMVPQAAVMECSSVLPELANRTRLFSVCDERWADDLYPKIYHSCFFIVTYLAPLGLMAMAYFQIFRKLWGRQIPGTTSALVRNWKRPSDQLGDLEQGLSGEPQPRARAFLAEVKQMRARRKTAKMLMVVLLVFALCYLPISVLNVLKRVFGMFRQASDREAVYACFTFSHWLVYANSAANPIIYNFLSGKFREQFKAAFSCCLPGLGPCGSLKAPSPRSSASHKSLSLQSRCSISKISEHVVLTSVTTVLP
OX1R antag-2: blocks the human orexin 1 receptor; inhibition, % at 5 µM; AID 434989; 330,000 compounds, 0.43% hits; CHO/OX1R cells, Fluo-8 calcium fluorescence, orexin A; O43613;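 active = inhibition above its plate's threshold, mean inhibition of all tested compounds on the plate plus 3 SD, cut at about 37% in these data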;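 also: 0% = orexin A challenge wells and 100% = SB-334867-A antagonist wells; not every result past the cut was called active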
Numbers without * were called inactive.

O=S(=O)(Nc1ccc(-c2cn3c(n2)SCC3)cc1)c1cccs1 was read as OX1R antag-1 13 and OX1R antag-2 -9.
Screening CCN(CC)c1cnn(C/C(=N\OC)c2ccc(Cl)cc2)c(=O)c1Br returned OX1R antag-1 16 and OX1R antag-2 -12.
`Cc1ccc(Nc2nc(CSc3nnc(-c4cccs4)o3)cs2)cc1` gave OX1R antag-1 41 and OX1R antag-2 -24.
O=C(c1csc2c1CCCC2)N1CCN(c2ccccc2)CC1 was read as OX1R antag-1 11 and OX1R antag-2 -19.
`Cc1ccc(C(=O)N2CCSCC2)cc1` gave OX1R antag-1 8 and OX1R antag-2 -14.
`COc1ccc(C(=O)N2CCNC(=O)C2CC(=O)Nc2cc(Cl)ccc2OC)cc1` (configuration not stated) gave OX1R antag-1 13 and OX1R antag-2 0.
Screening CCOC(=O)CC1CCCCN1Cc1cn(C)nc1-c1ccc2c(c1)OCCO2 (configuration not stated) returned OX1R antag-1 12 and OX1R antag-2 -16.
Screening O=C1C(Cl)=C(N2CCCCC2)C(=O)N1Cc1ccccc1 returned OX1R antag-1 26 and OX1R antag-2 -21.
O=C1c2cccc3cccc(c23)C(=O)N1Nc1ccccc1 was read as OX1R antag-1 39 and OX1R antag-2 -5.
Screening COc1ccc(CNC(=O)COC(=O)c2[nH]c(C)c(C(C)=O)c2C)cc1OC returned OX1R antag-1 12 and OX1R antag-2 -9.
`CN(C(=O)COC(=O)CNS(=O)(=O)/C=C/c1ccccc1)C1CCS(=O)(=O)C1` (configuration not stated) gave OX1R antag-1 15 and OX1R antag-2 -12.
For CCC1(C)Cc2c(sc3nc4n(c(=O)c23)CCS4)CO1 (configuration not stated) the results were OX1R antag-1 9 and OX1R antag-2 -21.
`CCn1ncc(C2=NOC(C(=O)NCc3ccccc3)C2)c1C` (configuration not stated) gave OX1R antag-1 1 and OX1R antag-2 -20.
`COc1ccc(NC(=O)CSc2nc3ccccc3c(=O)n2C)cc1` gave OX1R antag-1 14 and OX1R antag-2 -8.
For Cc1cc(=O)[nH]c(N/N=C/c2cccc(Br)c2)n1 the results were OX1R antag-1 17 and OX1R antag-2 -27.
For N#C/C(=C(/O)c1ccc(Cl)c([N+](=O)[O-])c1)c1nc2ccccc2[nH]1 the results were OX1R antag-1 35 and OX1R antag-2 4.
For CCCCc1cc(=O)oc2cc(C)cc(O)c12 the results were OX1R antag-1 41 and OX1R antag-2 19.
Screening CN(C)c1oc(-c2ccccc2[N+](=O)[O-])nc1C#N returned OX1R antag-1 12 and OX1R antag-2 -12.
Screening CC(C)c1cccc(C(C)C)c1NC(=O)CCl returned OX1R antag-1 6 and OX1R antag-2 -8.
`O=C(Cc1ccccc1)Nc1ccc(NC(=O)c2cccs2)cc1` gave OX1R antag-1 19 and OX1R antag-2 -4.

Looked up by structure from above:
Screening CC(C)c1cccc(C(C)C)c1NC(=O)CCl returned OX1R antag-1 6 and OX1R antag-2 -8.
`COc1ccc(C(=O)N2CCNC(=O)C2CC(=O)Nc2cc(Cl)ccc2OC)cc1` (configuration not stated) gave OX1R antag-1 13 and OX1R antag-2 0.
`Cc1ccc(Nc2nc(CSc3nnc(-c4cccs4)o3)cs2)cc1` gave OX1R antag-1 41 and OX1R antag-2 -24.

The main list resumes with the 2 entries that preceded the break.
Screening CC(C)c1cccc(C(C)C)c1NC(=O)CCl returned OX1R antag-1 6 and OX1R antag-2 -8.
`O=C(Cc1ccccc1)Nc1ccc(NC(=O)c2cccs2)cc1` gave OX1R antag-1 19 and OX1R antag-2 -4.
Screening CCOc1cc(CNCCO)cc(Br)c1OCc1ccc(Cl)cc1Cl returned OX1R antag-1 -7 and OX1R antag-2 41*.
`CCC(=O)C1CCCN(C(=O)c2cccc(OC3CCN(S(C)(=O)=O)CC3)c2)C1` (configuration not stated) gave OX1R antag-1 6 and OX1R antag-2 -15.
Screening O=C(NC1CCCCCC1)C(=O)NC1CCCC1 returned OX1R antag-1 13 and OX1R antag-2 -6.
Fc1ccc(-n2ncc3c(SCc4cccnc4)ncnc32)cc1 was read as OX1R antag-1 3 and OX1R antag-2 0.
`O=C(Nc1cccnc1)c1ccc([N+](=O)[O-])cc1Cl` gave OX1R antag-1 56* and OX1R antag-2 -18.
Screening Cc1ccc(-n2nnnc2SCC(=O)N2CCc3ccccc3C2)cc1 returned OX1R antag-1 4 and OX1R antag-2 -11.
CCOc1ccc2nc(N3CCC(C(=O)N4CCN(C5CCCCC5)CC4)CC3)sc2c1 was read as OX1R antag-1 5 and OX1R antag-2 -18.
Fc1ccccc1CSc1nnc(Cn2cnc3ccccc32)n1-c1ccccc1 was read as OX1R antag-1 8 and OX1R antag-2 22.
CCOC(=O)c1sc(NC(=O)c2ccc3nc[nH]c3c2)nc1C was read as OX1R antag-1 57 and OX1R antag-2 -3.
For O=C(NC(=S)Nc1cccc2cnccc12)c1ccccc1 the results were OX1R antag-1 6 and OX1R antag-2 -5.
For CCCCN(Cc1ccccc1)C(=O)C1CCCN(S(=O)(=O)c2cnc[nH]2)C1 (configuration not stated) the results were OX1R antag-1 9 and OX1R antag-2 -29.
For CC(=O)NCC(c1cccs1)S(=O)(=O)c1ccc(F)cc1 (configuration not stated) the results were OX1R antag-1 16 and OX1R antag-2 6.
For Cc1ccc(C)c(OC(=O)c2cncc(Br)c2)c1 the results were OX1R antag-1 3 and OX1R antag-2 -1.
CN(CC(=O)NC(=O)NCc1ccco1)Cc1nc2ccccc2c(=O)[nH]1 was read as OX1R antag-1 25 and OX1R antag-2 -16.
`Cn1c(=O)[nH]c2c(Cl)nccc21` gave OX1R antag-1 17 and OX1R antag-2 -7.
Cc1c(NC(=O)CSc2nccn2C)c(=O)n(-c2ccccc2)n1C was read as OX1R antag-1 5 and OX1R antag-2 -1.
For CCOC(=O)C1=C(CC)Nc2ccccc2N=C1NC(=O)c1ccc(S(=O)(=O)N2CCOCC2)cc1 the results were OX1R antag-1 12 and OX1R antag-2 -19.
Screening Cc1cccc(NC(=S)NNC(=O)Cc2ccccc2)c1 returned OX1R antag-1 10 and OX1R antag-2 -8.
For CCCCN(C(=O)/C=C/c1ccco1)c1c(N)n(CCC)c(=O)[nH]c1=O the results were OX1R antag-1 7 and OX1R antag-2 -1.
For CCc1nnc(NS(=O)(=O)c2ccc(N=Cc3c(C)[nH]n(-c4ccc(C)cc4)c3=O)cc2)s1 the results were OX1R antag-1 7 and OX1R antag-2 20.
For CC(=O)c1cccc(N(C(=O)c2ccccn2)C(C(=O)NC2CCCCC2)c2cccs2)c1 (configuration not stated) the results were OX1R antag-1 7 and OX1R antag-2 -16.
Screening COC(=O)CC(NC(=O)Nc1ccc(C)cc1)c1cccc([N+](=O)[O-])c1 (configuration not stated) returned OX1R antag-1 8 and OX1R antag-2 -27.
`CC1CCCN(c2nc3ccccc3nc2C(C#N)S(=O)(=O)c2ccccc2)C1` (configuration not stated) gave OX1R antag-1 21 and OX1R antag-2 -22.
For COc1ccc(Cn2nnnc2C(C(C)C)N(Cc2ccco2)Cc2cccs2)cc1 (configuration not stated) the results were OX1R antag-1 30 and OX1R antag-2 -31.
Cc1ccc(-c2nc(Cl)nc3ccccc23)cc1 was read as OX1R antag-1 18 and OX1R antag-2 -25.
O=C(CCCOc1ccc(Cl)cc1)Nc1cccc(C(=O)O)c1 was read as OX1R antag-1 8 and OX1R antag-2 -14.
For Cc1ccc(SCC(=O)Nc2ccc(N3CCOCC3)cc2)cc1 the results were OX1R antag-1 17 and OX1R antag-2 7.
Screening c1cncc(Nc2nc(-c3ccncc3)cs2)c1 returned OX1R antag-1 4 and OX1R antag-2 -16.
`CC1=C(C(=O)c2ccccc2)C(c2ccc(OC(F)F)cc2)NC(=S)N1` (configuration not stated) gave OX1R antag-1 7 and OX1R antag-2 -3.
Cc1nnc(SCc2cc([N+](=O)[O-])cc3c2OCOC3)[nH]c1=O was read as OX1R antag-1 13 and OX1R antag-2 -10.
CN(CC(=O)Nc1ccc(F)c(F)c1F)C(=O)c1ccc(N2CCCC2=O)cc1 was read as OX1R antag-1 5 and OX1R antag-2 -7.
`CCOc1cc(NC(=S)NCc2ccco2)c(OCC)cc1NC(=O)CC` gave OX1R antag-1 15 and OX1R antag-2 -5.
For Cc1ccccc1Cn1cc(NC(=O)c2nn(C)cc2Cl)cn1 the results were OX1R antag-1 4 and OX1R antag-2 -16.
For Oc1ccccc1N1CCN(C(=S)NCc2ccccc2)CC1 the results were OX1R antag-1 4 and OX1R antag-2 -6.
`CC(=O)NCCNC(=O)c1ccc(-n2c(C)ccc2C)cc1` gave OX1R antag-1 12 and OX1R antag-2 4.
For CCn1nc(C)c(/C=N/NC(=S)Nc2ccc(Cl)cc2Cl)c1C the results were OX1R antag-1 12 and OX1R antag-2 -18.
For CCC1(C)Cc2ccccc2-c2nc3n(c(=O)c21)CCCCC3 (configuration not stated) the results were OX1R antag-1 15 and OX1R antag-2 -25.
`Cc1ccc(C)c(NC(=O)Cc2nc(CCl)cs2)c1` gave OX1R antag-1 4 and OX1R antag-2 -11.
Cc1nc(C)c(C(=O)NNS(=O)(=O)c2ccc3ccccc3c2)s1 was read as OX1R antag-1 22 and OX1R antag-2 -2.
CCN(Cc1ccccc1)C(=O)CN1C(=O)COc2ccc(S(=O)(=O)N3CCCCCC3)cc21 was read as OX1R antag-1 31 and OX1R antag-2 -8.
Screening O=C(N[C@@H](Cc1c[nH]c2ccccc12)C(=O)O)C1CCN(S(=O)(=O)c2ccc(Cl)cc2)CC1 returned OX1R antag-1 5 and OX1R antag-2 7.
`Cc1ccc(Nc2ccccc2N)cc1` gave OX1R antag-1 33 and OX1R antag-2 -32.
For OCCNc1nc(NCc2ccccc2)c2ccccc2n1 the results were OX1R antag-1 4 and OX1R antag-2 -21.
CC(C)N(C(=O)[C@H]1C[C@H](CC(=O)NCCN2CCOCC2)C(=O)N2CCc3c([nH]c4cc(-c5ccco5)ccc34)[C@]12C)C(C)C was read as OX1R antag-1 4 and OX1R antag-2 -6.
Screening CCOc1ccc(C(=O)/C=C/c2ccc(SC)cc2)cc1 returned OX1R antag-1 12 and OX1R antag-2 -16.
For CCCn1c(N)c(C(=O)CN(C)CC(=O)Nc2cccc(F)c2)c(=O)[nH]c1=O the results were OX1R antag-1 5 and OX1R antag-2 -22.
Screening CC(=O)c1c(NCCc2ccccc2)cc(C)oc1=O returned OX1R antag-1 10 and OX1R antag-2 -13.
`O=C(CSc1ccccc1)Nc1nnc(COc2ccc(Cl)cc2)s1` gave OX1R antag-1 14 and OX1R antag-2 -18.
Screening CCCC(=O)N1CCN(c2nc3ccccc3s2)CC1 returned OX1R antag-1 1 and OX1R antag-2 -9.
`CCc1ccc(C2=NN(CCC(=O)NC(C)CCc3ccccc3)C(=O)CC2)cc1` (configuration not stated) gave OX1R antag-1 12 and OX1R antag-2 -48.
Screening O=[N+]([O-])c1cccc(S(=O)(=O)NCc2ccncc2)c1 returned OX1R antag-1 28 and OX1R antag-2 9.
For Cc1nnc(Nc2ccccc2F)s1 the results were OX1R antag-1 8 and OX1R antag-2 -10.
For O=C(CCN1C(=O)C2C3C=CC(C3)C2C1=O)NCCc1ccccc1Cl (configuration not stated) the results were OX1R antag-1 9 and OX1R antag-2 -27.
For O=C(NC(=O)c1cccc(OC(F)(F)C(F)F)c1)OC1CCS(=O)(=O)C1 (configuration not stated) the results were OX1R antag-1 6 and OX1R antag-2 5.
For Cc1ccccc1Cn1c(=O)n(CCCC(=O)NCc2ccco2)c(=O)c2sccc21 the results were OX1R antag-1 9 and OX1R antag-2 -23.
Screening Cc1ccccc1-c1ccc(Nc2ccc(C(=O)N3CCOCC3)cc2)nn1 returned OX1R antag-1 21 and OX1R antag-2 -8.
`CCN(CC(=O)Nc1c(F)cccc1F)C(=O)CNC(=O)c1cccc(C)c1` gave OX1R antag-1 16 and OX1R antag-2 -10.
For CC(C)Oc1ccc(CCC(=O)N/N=C/c2ccncc2)cc1 the results were OX1R antag-1 26 and OX1R antag-2 4.
For CC(CCc1ccc(O)cc1)NC1C2CC3CC(C2)CC1C3 (configuration not stated) the results were OX1R antag-1 7 and OX1R antag-2 -13.
For CCn1c(SCC(N)=O)nc2cc(S(=O)(=O)N3CCOCC3)ccc21 the results were OX1R antag-1 7 and OX1R antag-2 -16.

Already shown: entries from further up.
Screening O=C(N[C@@H](Cc1c[nH]c2ccccc12)C(=O)O)C1CCN(S(=O)(=O)c2ccc(Cl)cc2)CC1 returned OX1R antag-1 5 and OX1R antag-2 7.
`Cc1ccc(Nc2ccccc2N)cc1` gave OX1R antag-1 33 and OX1R antag-2 -32.

(more compounds)
For COc1cccc(N2C(=O)Nc3ccc(Br)cc3C2(O)C(=O)NCCCOC(C)C)c1 (configuration not stated) the results were OX1R antag-1 -1 and OX1R antag-2 -17.
Screening Cc1c(C)c2ccc(OCC(=O)NC(Cc3c[nH]c4ccc(O)cc34)C(=O)O)c(C)c2oc1=O (configuration not stated) returned OX1R antag-1 11 and OX1R antag-2 1.
`CN1CCc2nc3sc(C(=O)NCc4ccccc4)c(N)c3cc2C1` gave OX1R antag-1 36 and OX1R antag-2 -20.
`O=C(COC(=O)[C@@H]1CC(O)CN1S(=O)(=O)c1ccccc1[N+](=O)[O-])Nc1ccc2ccccc2c1` (some centres not stated) gave OX1R antag-1 12 and OX1R antag-2 0.
CC(=O)c1c(C)n(CCO)c2ccc(O)cc12 was read as OX1R antag-1 6 and OX1R antag-2 -17.
